Bioassay records (PubChem BioAssay)
PMI act satM6P – human PMI activators, high substrate, primary screen, biochemical, fluorescence intensity, near-saturating mannose 6-phosphate; coupled PMI enzyme assay, resazurin fluorescence, 20 min; hits give high values; 1 = untreated enzyme, 0 = substrate-free blank; Mannose-6-phosphate isomerase (Homo sapiens), P34949; 190,000 tested, 0.34% active; activation factor at 20 µM;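 active = activation factor of 2 or more at 20 µM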
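Material: human phosphomannose isomerase with PGI, G6PDH, diaphorase coupling enzymes. Quantity: 15 ng/mL PMI. Medium: HEPES pH 7.4 buffer with MgCl2 and Tween-20. Reagent: Near-saturating mannose-6-phosphate, 1.0 mM. Compound: 20 µM single dose. Times: enzyme reaction with compound 20 min at room temperature. Detection: resorufin fluorescence at Ex 544/Em 590 nm.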
TNAP act hiacc – TNAP activators at high phosphate acceptor level, primary screen, biochemical, luminescence, uHTS. Alkaline phosphatase, tissue-nonspecific isozyme (Homo sapiens), P05186. purified TNAP, CDP-star luminescence, 1 M DEA, 30 min; hits give high values; 0 = EDTA background, 1 = DMSO-only activity. activation factor at 20 µM. 200,000 tested, under 10 active. AID 1136, 2008;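 active = activation factor at least 2 at 20 µM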
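Dosing: 20 µM single point. System: human TNAP. Amount: TNAP 1/800 final. Incubation: 30 min, room temperature. Read-out: TNAP activation factor scaled between EDTA and DMSO control wells. Signal: luminescence from CDP-star hydrolysis. Medium: 1 M DEA, pH 9.8, Mg2+, Zn2+. Control set: EDTA negative control, DMSO positive control.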
FLuc act counter – FLuc activators, initial screening, artefact control for FLuc-dependent activation tests, biochemical, ATPlite luminescence; Luciferin 4-monooxygenase (Photinus pyralis), P08659; ATPlite luciferase biochemical, 10 min; 0 = ATP-free wells, 1 = DMSO control; activation factor at 10 µM; 200,000 tested, under 10 active;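 active = luciferase activation factor, scaled between plate controls, of at least 2 with compound at 10 µM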
Target sequence (P08659 whole entry, looked up): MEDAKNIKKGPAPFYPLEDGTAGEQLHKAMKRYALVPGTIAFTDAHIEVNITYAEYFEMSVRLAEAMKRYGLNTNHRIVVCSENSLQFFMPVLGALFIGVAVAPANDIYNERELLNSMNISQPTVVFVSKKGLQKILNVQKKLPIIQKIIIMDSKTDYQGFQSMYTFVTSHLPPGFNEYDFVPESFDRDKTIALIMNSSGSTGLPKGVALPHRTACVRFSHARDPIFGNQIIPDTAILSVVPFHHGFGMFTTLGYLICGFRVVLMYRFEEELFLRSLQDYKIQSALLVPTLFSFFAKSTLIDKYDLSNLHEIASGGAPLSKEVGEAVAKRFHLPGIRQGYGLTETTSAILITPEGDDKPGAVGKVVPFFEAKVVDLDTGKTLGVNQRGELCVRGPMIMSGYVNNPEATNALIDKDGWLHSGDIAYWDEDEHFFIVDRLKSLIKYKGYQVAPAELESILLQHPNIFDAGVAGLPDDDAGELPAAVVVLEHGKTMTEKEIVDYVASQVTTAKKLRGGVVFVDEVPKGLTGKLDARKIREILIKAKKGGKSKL
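System: Luciferase/luciferin detection reagent, cell-free biochemical luciferase assay | Medium: PBS buffer for ATP | Dosing: Test compounds dosed from 2 mM stocks in 100% DMSO | Timing: 10 min at ambient temperature | Signal: Luminescence measurement of luciferase light output | Evaluation: Luciferase activation, seen as luminescence increase over controls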
bIAP activator – bovine intestinal alkaline phosphatase activators, primary screen, biochemical, bovine IAP, CDP-star luminescence. alkaline phosphatase, intestinal [Bos taurus]. purified bovine IAP, 30 min; hits give high values; fold of DMSO-control signal, blank-subtracted. activation factor at 20 µM. 200,000 tested, 0.17% active. AID 1016, 2008;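 active = activation factor of 2 or more at 20 µM, a signal rise over negative controls twice the positive control's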
PMI act – activators of human PMI, primary screen, biochemical, fluorescence intensity, near-Km mannose 6-phosphate; activation factor at 20 µM; 190,000 tested, 0.005% active; Mannose-6-phosphate isomerase (Homo sapiens), P34949; AID 1214, 2008; purified human PMI, coupled resazurin fluorescence, 20 min; hits give high values; 1 = vehicle control, 0 substrate-free wells;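 active = activation factor of 2 or more at 20 µM, relative to plate controls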
FLuc inhib CS – firefly luciferase enzyme inhibitors, primary screen, artefact control for luciferase-based inhibitor screens, biochemical, luminescence, ATPLite; Luciferin 4-monooxygenase (Photinus pyralis), P08659; 10 min; inhibition, % at 10 µM; 200,000 tested, 1.5% active; AID 1006, 2008;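 active = inhibition above about 50% when tested at 10 µM, limit read from the data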
NF-kB neuron act – activators of NF-kB expression in neurons, primary screen, cell-based, HTS; AID 1239, 2008; human neuronal cells, NF-kB reporter expression; hits give high values; 190,000 tested, 1.6% active; fold change at 12.5 µM; in the data active = fold change above about 3.3
TNAP inh noacc – human TNAP enzyme inhibitors, primary screen, biochemical, luminescent, no phosphate acceptor, uHTS | Alkaline phosphatase, tissue-nonspecific isozyme (Homo sapiens), P05186 | inhibition, % at 20 µM | 200,000 tested, 0.26% active | AID 1012, 2008 | purified TNAP, CDP-star luminescence, 30 min;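 active = tissue-nonspecific alkaline phosphatase inhibition above about 50% at 20 µM in the single-dose screen, limit read from the data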;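 note: 0% = DMSO negative control and 100% = EDTA positive control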
TNAP inh hiacc – human TNAP enzyme inhibitors, primary screen, biochemical, luminescent, high phosphate acceptor level, uHTS. Alkaline phosphatase, tissue-nonspecific isozyme (Homo sapiens), P05186. purified TNAP, CDP-star luminescence, 1 M DEA. inhibition, % at 20 µM. 200,000 tested, 0.03% active. AID 1135, 2008;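 active = over 50% inhibition of tissue-nonspecific alkaline phosphatase at 20 µM in the single-dose screen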;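 note: plate controls were DMSO wells for no effect and EDTA-quenched wells as full inhibition for full effect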
APP 5'UTR act – activators of APP 5'UTR luciferase reporter, primary screen, SH-SY5Y cells; SH-SY5Y APP 5'UTR luciferase reporter, luminescence; zero percent = DMSO vehicle wells; activation, % at 2 µM; 190,000 tested, 1% active; AID 1276, 2008;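 active = activation above a set limit, based on mean plus 3 SD of controls, cut at about 140% in these data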; note: values of inactives mirror those of a sister screen read the other way
Starred values were filed as active, the others as inactive. Not all compounds are listed; count on the stated rates, not on these rows.

SMILES | PMI act satM6P | TNAP act hiacc | FLuc act counter | bIAP activator | PMI act | FLuc inhib CS | NF-kB neuron act | TNAP inh noacc | TNAP inh hiacc | APP 5'UTR act
C[n+]1c(-c2ccccc2)cc(CCCCc2cc(-c3ccccc3)[n+](C)c(-c3ccccc3)c2)cc1-c1ccccc1 | 1.1 | 1 | 1 | 0.9 | 1.4 | 2 | 0.91 | 8 | 4 | 12
CNC(=S)N1CCn2cccc2C1c1cccnc1 (stereo not given) | 0.9 | 1.1 | 1.1 | 1 | 1 | -5 | 1.1 | -14 | -6 | 8
CCCCCCNc1nc(OC)nc(N2CC3CC(C2)c2cccc(=O)n2C3)n1 (stereo not given) | 1 | 1 | 1.1 | 1.1 | 1 | -5 | 0.92 | -14 | -2 | 12
CCCNS(=O)(=O)c1ccc(OCC(=O)N2CCN(Cc3ccc4c(c3)OCO4)CC2)cc1 | 0.9 | 1 | 1 | 1.1 | 0.9 | -5 | 0.74 | -10 | -5 | 18
O=c1c2cc(Br)ccc2[nH]c(=S)n1-c1ccccc1 | 1 | 1 | 1 | 1.3 | 1 | 1 | 1 | -5 | 1 | 21
COc1cc(CN2CCCC(C(=O)c3sccc3C)C2)cc(Cl)c1O (stereo not given) | 0.9 | 1 | 1.1 | 1 | 0.9 | -8 | 0.95 | 0 | -4 | 11
CCC(=NC1CCN(Cc2ccccc2)CC1)c1c(O)[nH]c(=O)[nH]c1=O | 1.1 | 1 | 0.9 | 1 | 1.1 | 5 | 1.1 | -2 | -2 | -6
CC1(C)CN=C(Nc2nc3ccccc3s2)S1 | 1 | 1.1 | 0.7 | 1.1 | 0.9 | 34 | 4.7* | -5 | -8 | 126
CCCCOCCCn1c(N)c(C(=O)OCCOC)c2nc3ccccc3nc21 | 0.7 | 1 | 1 | 1.1 | 0.9 | -4 | 0.58 | -6 | -3 | 0
O=C(c1cccn2c(=O)c3cc(Cl)ccc3nc12)N1CCC2(CC1)OCCO2 | 1 | 1.1 | 1 | 1.1 | 0.9 | -3 | 1 | -20 | -5 | -4
CO[C@H]1[C@@H](OC)CC(OC2OC(CO)C(O)C(O)C2O)/C(=C\C#N)[C@@H]1O (stereo not given in full) | 1.1 | 1.1 | 1.1 | 1 | 1.2 | -7 | 1.1 | -4 | -6 | 9
O=C(c1cc2ccccn2n1)N1CCC2(CC1)OCCO2 | 0.9 | 1 | 1 | 1 | 0.9 | 1 | 1.1 | -4 | 1 | 4
Cc1ccc(OCCSC2=NN2c2cc(C)nc(N)n2)cc1 | 1.1 | 1.1 | 1 | 1 | 1 | -4 | 0.91 | -7 | -6 | -4
CCOC(=O)CN1C(=O)C2(C(C#N)=C(N)Oc3ccccc32)C(C(=O)OC)=C1C (stereo not given) | 1.1 | 1.1 | 1.1 | 0.9 | 1 | -6 | 1.2 | -6 | -6 | -5
COc1ccc(-n2cnc3cc(C(=O)N4CCC5(CC4)OCCO5)ccc32)cc1 | 1 | 1 | 1 | 1 | 1 | -3 | 1.1 | -9 | -1 | -18
O=C(O)C1C2CCC(O2)C1C(=O)Nc1ccc(Cl)cc1 (stereo not given) | 1 | 1 | 1.1 | 1.2 | 1 | -6 | 0.69 | -8 | -3 | 10
COCCNC(=O)c1c(NC(=O)c2ccco2)n(Cc2ccccc2)c2nc3ccccc3nc12 | 0.9 | 1 | 1 | 0.9 | 0.7 | -2 | 1.1 | 3 | 3 | -5
CC(C)=CCSc1nnc([C@@H](N)Cc2c[nH]c3ccccc23)o1 | 1.3 | 1.1 | 1.1 | 0.9 | 1.1 | -6 | 1.2 | -12 | -7 | -22

Single values from the entries so far:
CCOC(=O)CN1C(=O)C2(C(C#N)=C(N)Oc3ccccc32)C(C(=O)OC)=C1C (stereo not given) in TNAP act hiacc: 1.1
CO[C@H]1[C@@H](OC)CC(OC2OC(CO)C(O)C(O)C2O)/C(=C\C#N)[C@@H]1O (stereo not given in full) in FLuc act counter: 1.1

Complete entries, looked up by structure.
Results for CO[C@H]1[C@@H](OC)CC(OC2OC(CO)C(O)C(O)C2O)/C(=C\C#N)[C@@H]1O (stereo not given in full) : PMI act satM6P: 1.1; TNAP act hiacc: 1.1; FLuc act counter: 1.1; bIAP activator: 1; PMI act: 1.2; FLuc inhib CS: -7; NF-kB neuron act: 1.1; TNAP inh noacc: -4; TNAP inh hiacc: -6; APP 5'UTR act: 9
Results for COCCNC(=O)c1c(NC(=O)c2ccco2)n(Cc2ccccc2)c2nc3ccccc3nc12 : PMI act satM6P: 0.9; TNAP act hiacc: 1; FLuc act counter: 1; bIAP activator: 0.9; PMI act: 0.7; FLuc inhib CS: -2; NF-kB neuron act: 1.1; TNAP inh noacc: 3; TNAP inh hiacc: 3; APP 5'UTR act: -5
Results for CCCCCCNc1nc(OC)nc(N2CC3CC(C2)c2cccc(=O)n2C3)n1 (stereo not given) : PMI act satM6P: 1; TNAP act hiacc: 1; FLuc act counter: 1.1; bIAP activator: 1.1; PMI act: 1; FLuc inhib CS: -5; NF-kB neuron act: 0.92; TNAP inh noacc: -14; TNAP inh hiacc: -2; APP 5'UTR act: 12
